MITF act – MITF TRPM1 promoter activation in melanoma cells | SK-MEL-5 TRPM1-promoter luciferase, 24 h; % of positive control, neutral wells = 0 | activation, % at 12.5 µM | 300,000 compounds, 0.75% hits | AID 588334;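 active means mean activation of at least 80% with every replicate also reaching 80%; inconclusive means mean reaches 80% but some replicate falls short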;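 further: 0% = neutral control wells and 100% = parthenolide positive control wells; values of inactives mirror those of a sister screen read the other way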
V-ATPase pHluor – regulators of yeast V-ATPase proton transport; S. cerevisiae, pHLuorin cytosolic pH fluorescence; 350,000 compounds, 0.37% hits; response, % at 10 µM; AID 504577; in the data active means response mostly above about 7.3%, no sharp cut-off; inactive means mostly below about 5.4%; further: actives read high; inactives centre near 0; some compounds called inactive have numbers as strong as hits
CAL PDZ FP-1 – human CAL PDZ-peptide interaction inhibition; Q9HD26; purified CAL PDZ, TMR-peptide fluorescence polarization, 1 h; inhibition, % at 20 µM; 330,000 compounds, 0.02% hits; AID 504414;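 active means highest replicate inhibition of at least 40%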;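 further: plate controls were DMSO neutral control wells for no effect and unlabeled competitor peptide control wells for full effect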
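Read-out basis: mP drop reported as inhibition | Assay system: Tagged CAL PDZ protein CerCALP, purified | Benchmarks: Unlabelled peptide for full inhibition, DMSO wells as neutral | Schedule: 1 h incubation at room temperature before polarization reading | Buffer or medium: Sodium phosphate/NaCl buffer pH 7.4 with TCEP, IgG, Thesit | Doses: Single point, 20 µM | Measured by: Fluorescence polarization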
CAL PDZ FP-2 – CAL PDZ (human) peptide binding inhibition; 300,000 compounds, 0.92% hits; purified CAL PDZ, TMR-peptide fluorescence polarization, 1 h; AID 602252; Q9HD26; inhibition, % at 24.9 µM;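 active means mean inhibition of at least 30% with at least half of replicates also reaching 30%; inconclusive means no clear call, values can overlap the other calls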;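 further: 0% = DMSO neutral control and 100% = excess unlabeled competitor peptide PRC23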
dFosB act – mouse delta FosB homodimer activation. P13346. purified delta FosB, TAMRA-CDK5 oligo fluorescence polarization; percent of positive-control signal above neutral wells. activation, % at 25 µM. 340,000 compounds, 0.99% hits. AID 493131;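 active means mean activation above about 17%, with every replicate also reaching it, limit read from the data, passing the limit was not always enough; inconclusive means only one of the two conditions met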;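 further: fluorescence polarization rise as delta FosB binds a TAMRA Cdk5 AP-1 oligo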
Target sequence (P13346 whole entry, looked up): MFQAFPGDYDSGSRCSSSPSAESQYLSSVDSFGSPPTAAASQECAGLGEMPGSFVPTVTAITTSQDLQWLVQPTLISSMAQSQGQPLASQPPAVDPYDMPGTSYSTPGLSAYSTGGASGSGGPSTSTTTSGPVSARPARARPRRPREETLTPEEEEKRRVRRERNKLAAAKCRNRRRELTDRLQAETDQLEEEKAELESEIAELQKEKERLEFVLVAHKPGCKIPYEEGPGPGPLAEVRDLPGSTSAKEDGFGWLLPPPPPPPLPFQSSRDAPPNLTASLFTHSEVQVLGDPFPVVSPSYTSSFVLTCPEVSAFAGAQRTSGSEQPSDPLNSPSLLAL
Tat export inh – inhibitors of E. coli Tat protein transport. AID 488895. E. coli MC4100 TorA-mCherry Tat export, fluorescence. 340,000 compounds, 0.036% hits. inhibition, % at 10 µM;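 active means mean replicate inhibition at least 50% and at least half of replicates individually reaching 50%; inconclusive means only one of the two criteria met; inactive means neither criterion met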;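 further: exported cargo escapes ClpAP degradation while cytoplasmic cargo is degraded and loses fluorescence; 0% = median of neutral control wells and 100% = median of NaSCN control wells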
Rtt109 HAT inh – inhibitors of Candida albicans Rtt109/Vps75 histone acetyltransferase | inhibition, % at 34.9 µM | Q5AAJ8 | purified Rtt109/Vps75, ThioGlo CoA-SH fluorescence, 4 h | 330,000 compounds, 0.16% hits | AID 540336;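 active means inhibition of at least 50% in every replicate; inconclusive means best replicate reaches 50% inhibition but some replicates fall short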
Target sequence (Q5AAJ8 whole entry, looked up): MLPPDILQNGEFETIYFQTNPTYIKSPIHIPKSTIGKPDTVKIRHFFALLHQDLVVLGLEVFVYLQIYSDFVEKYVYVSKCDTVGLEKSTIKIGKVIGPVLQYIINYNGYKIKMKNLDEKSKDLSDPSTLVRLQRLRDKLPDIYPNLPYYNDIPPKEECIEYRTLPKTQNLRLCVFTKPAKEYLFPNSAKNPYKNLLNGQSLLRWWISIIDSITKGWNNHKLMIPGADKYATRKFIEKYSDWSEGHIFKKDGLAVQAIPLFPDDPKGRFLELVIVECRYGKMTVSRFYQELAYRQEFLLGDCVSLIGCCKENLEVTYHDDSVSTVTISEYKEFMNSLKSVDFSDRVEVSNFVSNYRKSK
Wnt act – activates Wnt/beta-catenin signaling in a reporter cell assay. activator, plate reader. activation, % at 9.35 µM. 300,000 compounds, 1.2% hits. AID 743398; in the data active means activation above about 30%, passing the limit was not always enough; inconclusive means no clear call, values can overlap the other calls;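 further: 0% = neutral control wells and 100% = positive control wells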
cardiac RTF act – cardiac RTF calcium sensitization. 340,000 compounds, 0.24% hits. IANBD-labeled TnC RTF fluorescence at EC20 calcium; 0% EC20 calcium, 100% full calcium. AID 493008. activation, % at 7.2 µM. P19429+P45379;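 active means activation above the mean over all tested compounds plus 3 SD, cut at about 30% in these data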;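 further: rise in fluorescence read as greater calcium sensitivity of cardiac thin filaments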
CDK5 p35 inh – CDK5/p35 (human) kinase inhibition; inhibition, % at 10 µM; 330,000 compounds, 0.01% hits; Recombinant CDK5/p35, ADP-Glo luminescence, 60 min;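 active means highest replicate inhibition of at least 50% and at least 75% of replicates reaching 50%; inconclusive means only one of the two criteria met; inactive means both criteria failed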;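 further: plate controls were DMSO neutral control for no effect and GW8510 at 10 µM for full effect; many of its hits are not listed in these tables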
* = called active by the depositor; ? = inconclusive; . = not tested or not shown.

compound	Tat export inh	CDK5 p35 inh	Wnt act	CAL PDZ FP-1	CAL PDZ FP-2	dFosB act	Rtt109 HAT inh	V-ATPase pHluor	cardiac RTF act	MITF act
CN(C)CCN(Cc1ccccc1)C(=O)C1CCN(c2ncnc3c2nc2n3CCCCC2)CC1	5	0.7	0	-2.4	-3	1	9	2	1	-9
Cc1ccccc1-c1nnn(CC(=O)Nc2cccc(S(N)(=O)=O)c2)n1	-4	1.6	-1	-1.7	-4	-6	-4	1	3	-3
Cc1ccc2nc(C)c3c(c2c1)COC3	6	0.8	12	-0.1	-7	2	-6	-1	-1	5
Cc1ccc(NC(=O)CCc2nnc3ccc(NCc4ccco4)nn23)cc1	-3	0.7	0	-3.4	-4	-10	0	2	2	3
O=[N+]([O-])c1ccc(NCCc2ccccc2)c(Br)c1	15	-0.7	-1	0.4	-2	4	-1	-2	-5	-4
CSCCC(NC(=O)c1ccccc1Cl)C(=O)NNC(=O)c1ccccc1O (configuration not stated)	-1	0.6	-5	1.7	-2	-3	-2	-2	-6	-21
COc1ccc(CC(=O)Nc2ccc(-c3cn4ccc(C)cc4n3)cc2)cc1	1	-1.2	.	0.7	-1	-6	5	3	2	-6
C/C(=C\C(=O)c1ccc(C)o1)Nc1ccc2c(c1)OCO2	1	0.8	.	0.8	6	-7	-9	1	-2	79
COCc1cc(=O)c2ccccc2o1	-5	-0.2	1	-0.2	2	-6	-2	-2	-1	6
COc1cccc(CNc2nn[nH]n2)c1OC	-3	0.1	-1	1.0	-2	4	-13	0	3	.
Cc1c(NC(=O)C23CC4CC(CC(C4)C2)C3)c(=O)n(-c2ccccc2)n1C	1	0.9	0	-0.4	-5	-3	2	0	-3	2
CCn1c(CC(=O)Nc2ccc(C)cc2)nnc1SCC(=O)Nc1nc(C)cs1	1	-0.9	-3	-1.8	-3	4	5	0	8	.
CSCCC(NC(=O)c1ccccc1Br)C(=O)N1CCN(C(C)=O)CC1 (configuration not stated)	3	1.4	-2	-1.2	-1	-3	-4	-1	-1	0
O=C(O)CC1C(=O)OCN1C(=O)OCc1ccccc1 (configuration not stated)	2	5.0	0	-2.2	-1	2	.	2	4	5
C[C@@H](OC(=O)c1[nH]cnc1C(=O)NCc1ccc(CNC(=O)OC(C)(C)C)cc1)c1ccccc1	-16	0.4	-3	-0.3	-5	-18	8	0	5	-38
COC(=O)CCCC1=CC2=C(c3ccccc3)C(=O)C(C)(OC(=O)C3CCCC3)C(=O)C2=CN1c1ccccc1 (configuration not stated)	10	-0.8	-1	-0.2	-2	7	3	-1	1	-4
C=CCn1c(C)nnc1SCC(=O)c1c(N)n(C2CC2)c(=O)[nH]c1=O	-7	-3.0	3	-2.9	0	-1	-4	1	0	-3
O=C(NOCc1ccccc1)OCc1ccccc1	1	5.2	13	0.2	-2	0	4	4	-1	?
N#Cc1ccccc1Cn1c(=O)n(Cc2ccc(C(=O)NCc3ccco3)cc2)c(=O)c2sccc21	-4	0.3	-8	-0.7	.	-4	4	-2	-1	-6
CCOC(=O)C1CCN(C(=O)c2ccc(OCC(=O)Nc3cccc(C(F)(F)F)c3)cc2)CC1	10	-1.0	-2	-4.6	-32	-17	6	2	-1	-9
COc1ccc(-c2nc3ccc(N4CCN(C)CC4)cc3c(=O)[nH]2)cc1	0	0.4	15	0.5	.	-14	-1	0	5	12
O=C(N=Nc1c(O)[nH]c2ccccc12)c1cccc(S(=O)(=O)Nc2ccccc2Cl)c1	-7	-2.0	3	-2.3	-1	-1	.	-2	-7	-9
CCCCN1C(=N)N([C@@H](C)CN2CCC[C@H]2CN2C(N)=NC[C@@H]2Cc2ccccc2)C[C@H]1Cc1ccccc1	2	1.3	3	0.3	-3	0	19	-2	-9	.
CC(C)C(=O)Nc1ccc(S(=O)(=O)Nc2nccc(/C=C/c3ccccc3)n2)cc1	7	-0.6	12	-0.1	.	-2	1	1	3	-6
CCN(CC)CCn1c2c(c(SCC(=O)Nc3cccc(C(C)=O)c3)nc1=O)CCCC2	-6	0.8	1	-2.0	-6	-5	10	-7	-5	8
CSC1=N/C(=C\c2ccccc2C)C(=O)S1	3	0.4	-3	-2.6	0	1	1	1	6	-14
COC(=O)CCP(=O)(O)Cc1ccccc1CP(=O)(O)CCC(=O)OC	-5	0.4	.	-0.5	0	4	-1	0	1	-13
COc1ccc(S(=O)(=O)Nc2cccc(C(C)=O)c2)cc1Br	0	0.4	-1	-2.4	-5	-11	2	2	-1	-5
O=C(Nc1ccc(-n2cnnn2)cc1)C1CCCN1C(=O)Nc1ccc(Br)cc1 (configuration not stated)	2	-0.9	2	-1.6	.	-3	3	2	0	-2
CC1CCCCN1C(=O)c1cccc(NC2=C(Cl)C(=O)N(Cc3ccccc3)C2=O)c1 (configuration not stated)	12	-0.3	.	-1.9	-4	2	16	0	-6	-21
CCn1cc(C(=O)NCCN(C)C)c(=O)c2cc(F)c(N3CCN(C)CC3)cc21	8	1.5	0	0.7	-1	-1	9	-5	0	7
O=C(NCCO)/C(=C/c1cccc([N+](=O)[O-])c1)NC(=O)c1ccco1	-3	0.3	-1	-0.8	1	2	-1	-2	8	11
CCCCCn1c(N)c(-c2nc3ccccc3s2)c2c([N+](=O)[O-])nn(C)c(=O)c21	0	-0.7	-4	-3.0	.	-2	-10	0	-5	19
Cc1ccc(C)c(Cn2nnc3c(=O)[nH]c(C4CCCN(S(=O)(=O)Cc5ccccc5)C4)nc32)c1 (configuration not stated)	-7	-0.5	-3	0.0	-1	-7	9	1	1	-3
CN(C)S(=O)(=O)c1ccc(Cl)c(NC(=O)C2CCN(S(=O)(=O)c3cccs3)CC2)c1	6	-0.9	-3	-1.7	2	1	-20	7	2	-3
CCN(CC)S(=O)(=O)c1ccc(NC(=O)CCN2C(=O)C3CC=CCC3C2=O)cc1 (configuration not stated)	0	-6.3	-4	-0.7	-1	-8	5	2	2	.
CN1C(=O)C(C)(C)c2cc(S(=O)(=O)N3CCCC3C(=O)NCc3ccccc3Cl)ccc21 (configuration not stated)	-2	2.0	-5	-2.3	6	-1	-1	1	10	-3
C=CCn1c(SCC(=O)NCC(=O)OCC)nnc1-c1cccc(OC)c1	-5	-2.7	-1	.	5	9	2	1	-3	17
Cc1csc(NC(=O)c2sccc2C)n1	8	5.7	48*	-1.7	-4	-8	1	-2	-3	30
COc1ccc(/C=N/NC(=O)c2[nH]ncc2Br)c(OC)c1	4	-0.8	.	-2.4	-6	0	5	5	1	43
Cc1onc(-c2ccccc2)c1C(=O)NCc1ccccc1F	1	1.7	-1	-2.6	-2	5	5	6	5	-6
CC1(C)CC(=O)/C(=C(\O)c2ccccc2)C(=NCCc2ccccc2)C1	-3	0.3	0	-2.4	1	-4	5	1	-2	3
O=P(Cc1cccc[n+]1[O-])(c1ccccc1)c1ccccc1	-4	1.0	3	-0.3	-4	-3	-2	1	-3	5
CC(=O)C1=C(O)C(=O)N(c2ccccn2)C1c1ccc(C)cc1 (configuration not stated)	7	-5.3	8	-2.8	0	1	-2	1	5	4
COc1ccccc1CCNC(=O)C1CCN(C(=O)/C=C/c2ccccc2)CC1	0	-0.4	16	0.2	-1	-9	9	-2	2	14
CCCOc1ccc([C@@H]2C3CN(C(=O)OCC)CC=C3C(C#N)=C(N)C2(C#N)C#N)cc1OC (some centres not stated)	2	-2.3	-2	.	1	-7	-3	-1	10	-8
COc1ccc(OCCCC(=O)NC(C)c2ccccc2)cc1 (configuration not stated)	4	-0.1	.	-3.1	-10	-7	1	6	8	3
CCN(CC(=O)NC)S(=O)(=O)c1ccc(C)cc1	0	4.4	-2	-0.2	-2	1	4	-1	-3	3
O=C(OCc1ccc([N+](=O)[O-])cc1)C1CC(=O)N(CCc2ccccc2)C1 (configuration not stated)	-6	0.9	0	-1.6	-3	-6	43	0	0	5
CC(=O)N(NC(=O)c1ccc(C)cc1)C1CC(=O)N(c2ccccc2Cl)C1=O (configuration not stated)	-2	1.6	.	0.7	-4	2	-2	-1	3	17
CN(C)S(=O)(=O)N1CCC(c2ccc(F)cc2)C(COc2ccc3c(c2)OCO3)C1 (configuration not stated)	10	-1.9	-2	1.1	.	-6	-1	-1	-3	.
COc1ccc(NC(=O)C(c2cc3c(cc2[N+](=O)[O-])OCO3)N(C)C)cc1 (configuration not stated)	-8	-0.4	20	-1.5	.	-4	0	2	1	7
Cc1ccc(C(=O)N2CCCCC2C(=O)O)cc1S(=O)(=O)N1CCCCC1 (configuration not stated)	7	-3.2	0	-0.4	.	5	-1	-4	-3	16
CCN(C(=O)COC(=O)c1cccc(C)c1[N+](=O)[O-])c1c(N)n(Cc2ccccc2)c(=O)[nH]c1=O	-1	1.2	-2	-0.4	-4	-9	5	0	0	3
O=C(Nc1ccc(S(=O)(=O)Nc2ncccn2)cc1)c1cccc(S(=O)(=O)N2CCCC2)c1	2	-1.9	0	-0.2	-2	3	-2	0	2	-8
COc1ccc(/C=C2\SC(=O)N(CCNC(=O)CN3C(=O)NC4(CCCC4)C3=O)C2=O)cc1	2	-1.0	3	-2.7	-5	-11	2	0	-8	16
CCOC(=O)C1=C(COC(=O)COc2ccccc2C#N)NC(=O)NC1C (configuration not stated)	-1	-0.8	0	-3.1	-2	-6	-9	-4	1	-11
CCSc1nnc(NC(=O)c2cccnc2)s1	0	-0.7	.	-2.0	-3	-7	-1	-2	5	4
COc1ccccc1-c1nnc(SCC(=O)Nc2cccnc2Cl)n1C	3	0.4	0	-0.4	-7	-1	6	0	-7	-19
CN(c1ccccc1)S(=O)(=O)c1cccc(C(=O)OCC(=O)NCc2ccco2)c1	2	1.5	1	-1.5	-6	-8	7	1	1	-7
CCc1nnc(NC(=O)CCC(=O)NC2CCCCCC2)s1	-4	-2.0	0	-2.8	6	-4	-5	-1	-1	-7
Cc1ccc(S(=O)(=O)N2[C@@H](c3ccc(Br)cc3)C(C(=O)O)=C[C@H]2CC2CCCC2)cc1	21	0.2	-2	-1.9	0	-9	-5	0	-8	-5
CC1CCCC(NC(=O)CN(C)CC(=O)Nc2ccc(F)cc2)C1C (configuration not stated)	1	-0.7	-3	-0.4	-2	-2	8	-7	-1	-7

Source: PubChem
